Assay outcomes from PubChem BioAssay.
mcGAS inh – mouse cGAS inhibition by luminescence. inhibition, % at 12.5 µM. Q8C6L5. recombinant cGAS, Kinase-Glo ATP depletion luminescence. 160,000 compounds, 0.15% hits;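 note: 0% = negative control wells and 100% = reference inhibitor with no enzyme activity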
NPYLR7 agonist – mosquito NPYLR7 agonism; AID 1259423; HEK293T NPYLR7/Galpha15, GCaMP6s calcium fluorescence; activation, % at 10 µM; 270,000 compounds, 0.15% hits; in the data active = activation above about 40%;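 note: 0% = vehicle and 100% = reference agonist at the receptor; some compounds past the cut are filed as inactive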
hcGAS inh – blocks human cGAS activity. Q8N884. recombinant h-cGAS, ATP depletion, Kinase-Glo luminescence. inhibition, % at 12.5 µM. 290,000 compounds, 0.081% hits. AID 1259398;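 note: 0% = vehicle reaction and 100% = reaction without DNA for no activity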
Target sequence (Q8N884 whole entry, looked up): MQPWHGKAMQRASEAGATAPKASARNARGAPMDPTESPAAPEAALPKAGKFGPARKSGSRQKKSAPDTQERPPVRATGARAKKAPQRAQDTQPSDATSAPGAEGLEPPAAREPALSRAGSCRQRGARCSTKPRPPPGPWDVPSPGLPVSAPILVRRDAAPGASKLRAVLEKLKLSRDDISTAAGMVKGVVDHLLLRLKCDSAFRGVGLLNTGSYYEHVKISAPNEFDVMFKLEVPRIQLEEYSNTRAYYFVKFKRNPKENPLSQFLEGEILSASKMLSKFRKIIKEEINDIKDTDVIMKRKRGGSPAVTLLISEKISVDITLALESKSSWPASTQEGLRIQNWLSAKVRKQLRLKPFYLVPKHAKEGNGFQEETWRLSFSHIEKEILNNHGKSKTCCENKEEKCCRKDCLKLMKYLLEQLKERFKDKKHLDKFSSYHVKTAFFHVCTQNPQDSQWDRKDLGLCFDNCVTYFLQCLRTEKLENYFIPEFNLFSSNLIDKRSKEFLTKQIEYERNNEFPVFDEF
Numbers without * were called inactive; nt = not tested or not shown; & = joins results of further samples. Cut-off read from the data, not from the text of the source, unless noted: active = inhibition above about 40%; inactive = the rest. Rows were taken by chance; any-hit rate near 0.29%.

SMILES	mcGAS inh	NPYLR7 agonist	hcGAS inh
COc1ccccc1Oc1c(CN(CC(O)Cc2ccccc2)C(C)C)c(C)nn1-c1ccccc1 (stereo not given)	-8	10	-3
Clc1ccc(C2(NCc3noc(C4CC4)n3)CCCC2)cc1	-4	2	-15
CN(C)c1ccc(N=Cc2cc([N+](=O)[O-])ccc2OC(F)F)cc1	nt	2	-7
O=C(c1ccc([N+](=O)[O-])o1)N(CCCN1CCOCC1)c1nc2c(Cl)cccc2s1	-5	-1	-4
Cc1nnc(-c2cccc(C#N)c2)n1C1CCN(C(C)C)C1=O (stereo not given)	nt	2	-2
COc1ccc(S(=O)(=O)n2cc(-c3ccc(C)cc3)c(N)n2)c(OC)c1	nt	-1	-2
O=C(NCc1nncn1C1CCCCC1)c1cccc2ccnn12	nt	6	-11
OC[C@@H]1CN(Cc2ccccc2)C[C@H](n2cnc3c(NC4CCC4)ncnc32)O1	-7	5	-9
Cc1cc(NC(=O)CNC(=O)c2ccccc2Br)no1	nt	-5	-7
CCCc1c(C(=O)N2CCOCC2)cnn1-c1ccccc1C	-4	17	-7
CC(C)CN1C(=S)N(Cc2ccc(N(C)C)cc2)[C@H]2[C@H]3OC(=O)[C@H](C[C@H]3O)[C@H]21	-8	-7	-8
OCC1(CC2CCCCO2)CCN(Cc2ccc(Oc3ncccn3)cc2)CC1 (stereo not given)	nt	12	-6
Cc1cccc(SC2CCN(C(=O)c3ccc4nc(C5CC5)oc4c3)CC2)c1	nt	4	-10
CC(Oc1ccc2c(c1)OCO2)c1nc(CC2CCN(C)CC2)no1 (stereo not given)	-18	9	-3
CSc1ncc(CN2CCN(Cc3ccsc3)C(CCO)C2)cn1 (stereo not given)	nt	12&12	-4&-10
C=c1oc(C)cc1=C1NN=C(CCC(=O)NC2c3ccccc3-c3ccccc32)O1	-15	20	-6
COc1cccc(CCNC(=O)CN2C(=O)[C@H]3C[C@H](O)CN3C(=O)c3ccccc32)c1	nt	-1	-6
COc1cccc(NC(=O)CCC2CCN(S(=O)(=O)c3sccc3C)CC2)c1	-10	4	-6
Nc1ccc(Oc2cc(N)cc(Oc3ccccc3)c2)cc1	-3	74*	-3
CN(C/C=C/c1ccccc1)C1CCS(=O)(=O)CC1	nt	3	-5
O=S(=O)(Cc1cccnc1)c1ccccc1	nt	3	-2
CC(CN=c1c([N+](=O)[O-])nn(-c2ccc(Cl)cc2)n1O)c1ccccc1 (stereo not given)	nt	2	-7
COc1ccc(N2CCN(c3cc(C(=O)NC(Cc4ccccc4)c4ccccc4)c4ccccc4n3)CC2)cc1 (stereo not given)	-5	5	-4
CNC(=O)C1CCN(c2cc(C)c3cc4c(cc3n2)CCC4)C1 (stereo not given)	3	-1	4
COc1ccc2[nH]c3c(c2c1)CCN(C(=O)c1cccc(I)c1)C3c1ccc(OCc2ccccc2)cc1 (stereo not given)	-9	9	-18
CCOC(=O)C1(CCOc2ccccc2)CCN(Cc2cccn2-c2ccccn2)CC1	-5	-7	-2
COc1cc(Cl)c(NC(=O)N(C)C2CCC2)cc1OC	-6	5	-8
COC(=O)CC1c2cccnc2C(=O)N1CC(=O)OCc1ccccc1 (stereo not given)	-10	1	9
C=C(C)CN(C)c1nc(C)nc2sccc12	nt	2	-2
C=C(C)C(O)(C(=C)C)c1ccc(CN(CCOC)Cc2ccccc2)o1	-6	-10	-5

Part of the list above, with two lines to a compound:
Under each structure – mcGAS inh, NPYLR7 agonist, hcGAS inh
- Cc1cccc(SC2CCN(C(=O)c3ccc4nc(C5CC5)oc4c3)CC2)c1
 : nt, 4, -10
- CC(Oc1ccc2c(c1)OCO2)c1nc(CC2CCN(C)CC2)no1 (stereo not given)
 : -18, 9, -3
- CSc1ncc(CN2CCN(Cc3ccsc3)C(CCO)C2)cn1 (stereo not given)
 : nt, 12&12, -4&-10
- C=c1oc(C)cc1=C1NN=C(CCC(=O)NC2c3ccccc3-c3ccccc32)O1
 : -15, 20, -6
- COc1cccc(CCNC(=O)CN2C(=O)[C@H]3C[C@H](O)CN3C(=O)c3ccccc32)c1
 : nt, -1, -6
- COc1cccc(NC(=O)CCC2CCN(S(=O)(=O)c3sccc3C)CC2)c1
 : -10, 4, -6
- Nc1ccc(Oc2cc(N)cc(Oc3ccccc3)c2)cc1
 : -3, 74*, -3
- CN(C/C=C/c1ccccc1)C1CCS(=O)(=O)CC1
 : nt, 3, -5
- O=S(=O)(Cc1cccnc1)c1ccccc1
 : nt, 3, -2
- CC(CN=c1c([N+](=O)[O-])nn(-c2ccc(Cl)cc2)n1O)c1ccccc1 (stereo not given)
 : nt, 2, -7
- COc1ccc(N2CCN(c3cc(C(=O)NC(Cc4ccccc4)c4ccccc4)c4ccccc4n3)CC2)cc1 (stereo not given)
 : -5, 5, -4
- CNC(=O)C1CCN(c2cc(C)c3cc4c(cc3n2)CCC4)C1 (stereo not given)
 : 3, -1, 4
- COc1ccc2[nH]c3c(c2c1)CCN(C(=O)c1cccc(I)c1)C3c1ccc(OCc2ccccc2)cc1 (stereo not given)
 : -9, 9, -18
- CCOC(=O)C1(CCOc2ccccc2)CCN(Cc2cccn2-c2ccccn2)CC1
 : -5, -7, -2
- COc1cc(Cl)c(NC(=O)N(C)C2CCC2)cc1OC
 : -6, 5, -8
- COC(=O)CC1c2cccnc2C(=O)N1CC(=O)OCc1ccccc1 (stereo not given)
 : -10, 1, 9
- C=C(C)CN(C)c1nc(C)nc2sccc12
 : nt, 2, -2
- C=C(C)C(O)(C(=C)C)c1ccc(CN(CCOC)Cc2ccccc2)o1
 : -6, -10, -5

Carrying on.
SMILES	mcGAS inh	NPYLR7 agonist	hcGAS inh
Cn1ccnc1C(NC(=O)Nc1ccc2c(c1)OCO2)c1ccccc1F (stereo not given)	nt	6	-4
Cc1cnc(CNS(=O)(=O)c2cccc(Cl)c2F)o1	nt	0	0
CN(C)S(=O)(=O)CCNC1CCN(c2ccc3c(c2)OCO3)CC1	nt	8	-6
COc1ccccc1N1CCN(C2CCCN(Cc3nc(C(C)C)cs3)C2)CC1 (stereo not given)	nt	18	-10
CCc1c(C(=O)NCc2ccc(N(C)C)c(F)c2)cnn1C	-15	7	-8
CCC(=O)C(C)C(c1ccccc1)N(C)C(=O)c1ccccc1 (stereo not given)	nt	8	-9
COc1ccc2oc(=O)c(-c3nnc(Nc4ccccc4Cl)s3)cc2c1	1	-1	1
Cc1ccc(SC(C)C(=O)N(C)Cc2ncc[nH]2)cc1 (stereo not given)	nt	-1	-7
CCOC(=O)c1c(C)[nH]c(C(=O)OCC(=O)N(C)C(C)C)c1C	nt	5	-6
COc1ccc(OC)c(C#N)c1	nt	5	-7
COC(=O)C(c1ccccc1F)C1C=CC(NC(=O)c2cccc(SC(F)F)c2)C1 (stereo not given)	-5	4	-1
CC(=O)Nc1ccc(CC(=O)N(C)Cc2ccc(Cl)s2)cc1	nt	-9	-8
Cc1ccccc1CSCC(=O)Nc1c[nH]c(=O)[nH]c1=O	nt	2	-8
CN(C)CCN1C(=O)C(O)=C(C(=O)c2ccco2)C1c1ccccc1F (stereo not given)	-7	13	-5
COc1ccccc1-c1[nH]nc2nccc(-c3ccc(C#N)cc3)c12	-7	3	-2
O=C(NNC(=O)C1CCCCC1)c1ccc(=O)n(Cc2ccc(Cl)cc2)c1	-7	-7	-5
O=C(CNc1ccc([N+](=O)[O-])cc1Cl)NC1CC1	nt	-7	-3
O=C(c1ccc(O)cn1)N1CCc2[nH]nc(-c3ccc(-c4ccccc4)cc3)c2C1	nt	3	-3
C=CCN(Cc1ccc(C)s1)C(=O)[C@@H](N)Cc1cscn1	-13	-6	-8
Cc1noc(C(C)N2CCN(CCOC3CCCCC3C)CC2)n1 (stereo not given)	nt	15	5
CNC(=O)NC(=O)CN1CCN(Cc2cccs2)CC1	-5	0	1
O=C1NC2(CCCC2)C(=O)N1CCC(=O)N1CCSc2ccccc21	-5	-2&7	3&-4
Cc1ccc(S(=O)(=O)N2CCOCC2)cc1C(=O)Nc1ccc(Cl)cn1	-4	-10	-5
O=C(c1ccccc1)N(Cc1cccnc1)c1nc2cc3c(cc2s1)OCCO3	-8	-4	-4
CCOC(=O)C1=C(C)N=c2sc(=Cc3sccc3C)c(=O)n2C1c1cccs1 (stereo not given)	-5	2	-3
CN(C(=O)COC(=O)c1ccc(Cl)cc1)C1CCS(=O)(=O)C1 (stereo not given)	nt	5	-7
C1=CC[C@H]2CN(c3ccncc3)C[C@H]2C1	-14	nt	-6
CCn1nccc1NC(=O)c1ccc(C(F)(F)F)cc1	-7	1	-7
CC(C)CN=C1S[C@H]2[C@H]([C@@H](O)[C@H](O)C[C@@H]2C(N)=O)N1Cc1ccc(F)cc1	-8	-8	-4
COc1ccc(CN(C)C(=O)CC2CCc3ccccc32)cc1O (stereo not given)	nt	0	-7
CCOC(=O)C(=O)N(C)c1c(CC)nc2c(OCc3ccc(Cl)cc3)cccn12	-3	-1	-6
CCN1C(=O)N(CC)C2C1N(CO)C(=O)N2CO (stereo not given)	-3	2	-2
CCOc1c(Br)cc(CNCc2nncn2C(C)C)cc1OC	nt	7	-9
CN(Cc1cccc2ccccc12)C(=O)C1(C)CCCN1C (stereo not given)	-8	4	-15
O=C(CN(C(=O)Nc1cc(C(F)(F)F)cc(C(F)(F)F)c1)C1CC1)N(Cc1ccc(F)cc1)Cc1cccs1	0	-13	-3
COc1ccc(CCN2C(=O)O[C@@H]3CN(C(=O)c4ccccc4)C[C@@H]32)cc1	-18	7	-5
Cc1ccccc1-n1c(SCc2ccc(C(=O)O)cc2)nnc1-c1ccco1	-5	-4	-1
Cc1[nH]n(-c2ccccc2)c(=O)c1N=Nc1c(C)n(C)n(-c2ccccc2)c1=O	nt	12	-5
O=C(NC1CCC[C@@H]1OCc1ccccc1)c1cc(-c2ccc3c(c2)OCO3)nc2ccccc12 (stereo not given in full)	-6	-1	-2
CCN(CC)c1ccc(CN(C(=O)c2ccccc2F)C(C)C)c(OS(=O)(=O)c2ccc(OC)cc2)c1	1	0	7
C=CCC(CO)C/C(=C\I)CCCCC (stereo not given)	nt	-3	-2
COc1ccc(F)c(-c2nc(CN(C)Cc3cccc4ncccc34)c(C)o2)c1	-2	-10	0
Cc1cc(C)c(-c2ccc(=O)n(CC(=O)N3CCOCC3)n2)cc1C	nt	8	-10
O=C(NCC(F)(F)F)c1cc(-c2ccccc2)cs1	-5	3	-13
CC(C)CCCC(C)C1CCC2C3=CC[C@H]4C[C@@H](O)CC[C@]4(C)C3CC[C@@]21C (stereo not given in full)	nt	-7	-4
CS(=O)(=O)Nc1ccc(NC(=O)c2cc(Br)ccc2Cl)cc1Cl	-6	8	-3
COc1cccc(-c2cc(C(=O)N3CC(C)OC(C)C3)n(-c3cccc([N+](=O)[O-])c3)n2)c1 (stereo not given)	-5	0	-5
CC(C)c1cnc2c(c1SCC(=O)Nc1ccc(OC(F)(F)F)cc1)c(=O)n(C)c(=O)n2C	-8	8	-9
COc1ccc(-c2nc(CSC3CCCCNC3=O)co2)cc1 (stereo not given)	nt	-22	-9
O=c1[nH]c2ccccc2cc1-c1noc(-c2ccccc2)n1	nt	9	-3
CCn1c(-c2ccccc2)nn(CN2CCN(C(=O)c3ccccc3)CC2)c1=S	nt	1	-5
CSc1nc(N2CCCC2)c2cnn(CCNC(=O)c3c(F)cccc3F)c2n1	2	nt	2
COc1ccc(NC(=O)N2CCN(C(C(=O)N3CCc4ccccc4C3)C3CCCC3)CC2)cc1 (stereo not given)	0	-6	-2
COc1cc2oc(=O)c3c(c2cc1Cl)CCC3	nt	-19	2
Cc1cc(C)c(C)c(C2c3c(n[nH]c3C)OC(=N)C2C#N)c1C (stereo not given)	-2	5	-8
COc1ccc(C2=NOC(CN(Cc3cccc(C(F)(F)F)c3)C(=O)NC(C)(C)C)C2)cc1 (stereo not given)	-7	3	-2

In the list so far, these contain a cyano group:
SMILES	mcGAS inh	NPYLR7 agonist	hcGAS inh
Cc1nnc(-c2cccc(C#N)c2)n1C1CCN(C(C)C)C1=O (stereo not given)	nt	2	-2
COc1ccc(OC)c(C#N)c1	nt	5	-7
COc1ccccc1-c1[nH]nc2nccc(-c3ccc(C#N)cc3)c12	-7	3	-2
Cc1cc(C)c(C)c(C2c3c(n[nH]c3C)OC(=N)C2C#N)c1C (stereo not given)	-2	5	-8
